# CSN deneddyl inh: inhibitors of human CSN-mediated cullin deneddylation. Purified CSN, SCF-Nedd8-OG deneddylation, fluorescence polarization. inhibition, % at 12.5 µM. 0.38% of 360,000 active. AID 651999;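 active = pattern-corrected inhibition above about 35%, with an unprinted fluorescence ratio check between 0.5 and 1.5, limit read from the data, passing the limit was not always enough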;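 also: 0% = enzyme with substrate and 100% = substrate without enzyme; some results filed as inactive read as strong as hits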
# Target sequence (Q92905 whole entry, looked up, one chain of several): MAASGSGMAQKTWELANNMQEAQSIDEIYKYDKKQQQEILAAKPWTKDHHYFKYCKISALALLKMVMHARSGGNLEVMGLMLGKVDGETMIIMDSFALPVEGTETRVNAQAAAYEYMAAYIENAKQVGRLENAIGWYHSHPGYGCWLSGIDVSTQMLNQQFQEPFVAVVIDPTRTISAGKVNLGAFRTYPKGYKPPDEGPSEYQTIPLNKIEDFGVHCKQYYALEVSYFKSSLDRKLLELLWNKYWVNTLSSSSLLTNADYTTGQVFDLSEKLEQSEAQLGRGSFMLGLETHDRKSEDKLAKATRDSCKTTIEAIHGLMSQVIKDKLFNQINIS
#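 test system = HEK293T-derived human Csn5 enzyme | amount = 0.24 nM Csn5 enzyme, final concentration | medium = Tris/NaCl/DTT buffer, pH 7.5 | schedule = 90 min reaction at room temperature | signal = FP | evaluation = inhibition of Csn5 cleavage, % | compound dosing = single dose of 12.5 µM compound with 0.25% DMSO | probe or stimulus = 10 nM SCFSkp2-Nedd8OG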
# DNMT1 inh: DNMT1 (human) enzyme inhibition; P26358; DNMT1 molecular beacon, Hinp1I cleavage, fluorescence; inhibition (reported as % activation of signal), % at 10 µM; 0.83% of 360,000 active; in the data active = inhibition above about 50%
# STEP inh: inhibitors of human striatal-enriched phosphatase STEP. P54829. recombinant STEP, OMFP fluorogenic substrate, fluorescence. inhibition, % at 20 µM. 0.25% of 360,000 active. AID 588621;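 active = inhibition at 20 µM, scaled per plate between control wells, above about 37%, limit read from the data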;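 also: 0% = DMSO with enzyme and substrate and 100% = substrate only without enzyme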
#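 Also added – OMFP at 25 µM · Test system – STEP tyrosine phosphatase · Technique – FITC-channel fluorescence of OMFP product · Schedule – 20 min at room temperature, dark · Evaluation – control-normalized % inhibition with plate pattern correction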
# NadD inh: inhibitors of Staphylococcus aureus NadD | purified NadD enzyme, colorimetric absorbance read-out | inhibition, % at 20 µM | AID 602399 | 0.78% of 360,000 active; in the data active = inhibition above about 26%; also: some compounds past the cut are filed as inactive
# Rpn11 inh: Rpn11 (human) deubiquitinase inhibition; O00487; human 26S proteasome, Ub4-pepOG fluorescence polarization; 20S core pre-blocked with epoxomicin; calls only at 20 µM; 0.59% of 360,000 active; AID 588493;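 active = inhibition at 20 µM, scaled to each plate's controls, above about 33%, limit read from the data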
# Target sequence (O00487 whole entry, looked up): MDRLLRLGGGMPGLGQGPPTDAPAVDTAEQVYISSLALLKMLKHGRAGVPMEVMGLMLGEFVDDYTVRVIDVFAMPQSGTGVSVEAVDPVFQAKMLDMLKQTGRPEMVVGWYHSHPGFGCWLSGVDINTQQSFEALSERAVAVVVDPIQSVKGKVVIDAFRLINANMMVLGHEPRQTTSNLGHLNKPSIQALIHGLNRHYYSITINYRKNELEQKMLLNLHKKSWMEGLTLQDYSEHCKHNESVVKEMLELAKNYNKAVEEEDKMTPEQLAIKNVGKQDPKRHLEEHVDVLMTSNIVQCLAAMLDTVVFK
# LMPTP inh: LMPTP (human) inhibition; P24666; inhibition, % at 20 µM; 0.22% of 360,000 active; recombinant LMPTP-A, OMFP fluorogenic substrate, fluorescence intensity;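 active = compounds that cut the enzyme signal by at least half of the control window in the single-dose screen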;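 also: plate controls were DMSO wells with enzyme plus substrate for no effect and substrate without enzyme for full effect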
# Target sequence (P24666 whole entry, looked up): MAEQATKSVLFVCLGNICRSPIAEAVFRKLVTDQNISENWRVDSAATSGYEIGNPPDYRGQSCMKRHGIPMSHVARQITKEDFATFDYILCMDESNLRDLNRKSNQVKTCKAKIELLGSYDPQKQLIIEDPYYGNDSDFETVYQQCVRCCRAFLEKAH
#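 Test system – LMPTP-A phosphatase enzyme · Quantity – 0.625 nM LMPTP-A final · Reagent – OMFP substrate, 400 µM final · Dosing – one test concentration per compound, 20 µM, with 3% DMSO overall · Timing – 50 min enzyme reaction at room temperature, protected from light · Detection – fluorescence intensity · Controls – substrate-only low control, DMSO enzyme-plus-substrate high control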
# Scp1 inh: Scp-1 (human) phosphatase inhibition; 0.88% of 340,000 active; Recombinant Scp1, phosphopeptide, malachite green phosphate absorbance; AID 493091; Q9GZU7; inhibition, % at 20 µM;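 active = inhibition above about 50% at 20 µM, limit read from the data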;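 also: plate controls were DMSO wells with enzyme for no effect and wells lacking enzyme for full effect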
# Target sequence (Q9GZU7 76-261 limits assumed): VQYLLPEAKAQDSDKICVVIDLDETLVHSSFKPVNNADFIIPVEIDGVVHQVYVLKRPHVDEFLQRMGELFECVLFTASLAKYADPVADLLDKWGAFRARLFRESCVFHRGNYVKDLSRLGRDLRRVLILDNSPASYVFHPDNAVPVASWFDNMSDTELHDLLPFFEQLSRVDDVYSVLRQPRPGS
#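 Test system – truncated SCP-1 phosphatase (76-261aa) · Reagent – Phosphorylated 17-residue peptide substrate · Incubation – 45 min room-temperature reaction, 5 min colour, 30 min stabiliser · Detection – colorimetric phosphate reagent with accelerator and stabiliser, absorbance at 630 nm · Measure – % inhibition at 20 µM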
# SUMO1-SIM PPI: modulators of human SUMO1-mediated protein-protein interactions | 0.33% of 360,000 active | AID 602429 | SUMO1 binding to a labelled peptide, TR-FRET, 1 h | P63165 | inhibition, % at 20 µM; in the data active = inhibition above about 37%
# Rin1 Abl inh: blocks binding of human Rin1 to Abl; P00519+Q13671; TR-FRET Rin1/Abl binding, biochemical; inhibition, % at 7.35 µM; 0.4% of 360,000 active; in the data active = inhibition above about 5%, passing the limit was not always enough
# Neddylation inh: cullin neddylation inhibition; 0.58% of 360,000 active; TR-FRET cullin neddylation, biochemical; calls only at 25 µM; P61081+Q13564; in the data active = inhibition above about 36%
# * hit, by the source's call; i = inactive; x = not tested or not shown; + = active, no number.
smiles	CSN deneddyl inh	DNMT1 inh	STEP inh	NadD inh	Rpn11 inh	LMPTP inh	Scp1 inh	SUMO1-SIM PPI	Rin1 Abl inh	Neddylation inh
Cc1ccc2c(c1)CCCN2C(=O)c1cc(C)on1	5	2	1	-6	i	-2.1	-2	0	1	i
COC(=O)c1ccc(CS(=O)(=O)c2ccc(C)cc2)cc1	-1	-2	-1	-9	i	-0.5	-7	-1	-1	i
O=C(NCC1CCCO1)C1CCC(N2C(=O)c3ccccc3C2=O)CC1 (configuration not stated)	4	-2	-2	1	i	-1.7	0	-6	3	i
CCn1ccnc1[C@@H]1C[C@H]2CN(c3ccccc3OC)C(=O)[C@]23CCCN13	4	-5	5	-2	i	0.3	-7	0	6	i
O=C(O)/C(=C\c1ccc(F)cc1)c1ccc(-c2ccccc2)cc1	0	3	3	-4	i	1.6	-18	10	4	i
O=C(c1cc(-c2cccc(Br)c2)nc2ccccc12)N1CCCC1	-2	0	-1	3	i	1.5	-2	-1	1	i
COc1ccc(N=C2SCC(=O)N2C)cc1	4	2	-4	-3	i	-0.6	x	1	-1	i
CCC(=O)Nc1ccc(Cl)c(NC(=S)NC(C)=O)c1	-3	0	-3	0	i	-1.6	-6	3	5	i
CC(=O)c1cccc(N=c2scc(-c3ccc(S(=O)(=O)N4CCOCC4)cc3)n2CCO)c1	3	-6	0	-3	i	0.2	-10	-15	-1	i
N#Cc1ccc(C(C(=O)NC2CCCCC2)n2c(=O)c(-c3ccco3)nc3ccccc32)cc1 (configuration not stated)	13	x	x	x	x	1.1	x	-5	x	i
CCOC(=O)c1ccc(NC(=O)Nc2ccc(OC)c(OC)c2)cc1	2	-2	-2	-3	i	0.7	-11	1	-1	i
Nc1ncnc(SCc2c(F)cccc2Cl)n1	4	0	-2	-3	i	-0.5	-5	5	1	i
CCCS(=O)(=O)c1nc(S(=O)(=O)c2ccc(C)cc2)c(N2CCCC(C)C2)s1 (configuration not stated)	4	-2	-1	-11	i	1.7	-11	4	3	i
CCCCN([C@H](CO)C(C)C)S(=O)(=O)c1ccccc1Br	1	2	1	1	i	1.7	1	0	1	i
Cc1ccc(NC(=O)CCNS(=O)(=O)c2ccc3[nH]c(=O)oc3c2)cc1F	3	3	0	1	i	-0.1	-8	-3	-3	i
CCN(CC)C(=O)N1CCN(C(=O)N(CC)CC)CC1	-2	3	-2	0	i	-0.5	-7	1	-2	i
CCC(=O)Nc1ccc2oc(-c3cccc(C)c3)nc2c1	0	-1	1	-9	i	-0.4	0	2	0	x
Cc1onc(-c2c(Cl)cccc2Cl)c1COC(=O)c1ccc(Cl)cc1[N+](=O)[O-]	-1	3	-2	-8	i	-0.5	-15	-1	-1	i
O=S(=O)(/N=C(/Sc1ccccc1)c1ccccc1)c1ccccc1	2	-1	2	-4	i	-2.3	-14	2	1	i
Cn1c(=O)c2c(nc(N3CCNCC3)n2Cc2ccccc2Cl)n(C)c1=O	0	0	2	2	i	0.2	-5	-2	2	i
CCn1cc(/C=C(\NC(=O)c2cc(OC)c(OC)c(OC)c2)C(=O)NCCCN2CCOCC2)c2ccccc21	1	1	-2	-5	i	-0.5	-8	-2	-1	i
CCCCn1c(C)cc(/C=C(\C#N)C(=O)O)c1C	0	-2	-4	0	i	-0.3	-4	-7	-1	i
CCc1nn(C(C)C(=O)NCCc2ccc(OC)c(OC)c2)c(=O)c2cc3occc3n12 (configuration not stated)	4	-10	-2	2	i	17	-7	0	-1	i
CC(C)COc1cccc(C(=O)NC(=S)Nc2cccc(NC(=O)c3ccccc3Cl)c2)c1	-5	-3	2	4	i	-0.1	-1	16	1	i
CC1Cc2cc(S(=O)(=O)N3CCN(c4ccccc4F)CC3)ccc2N1C(=O)C1CC1 (configuration not stated)	0	-7	0	7	i	2.2	-8	-2	-3	i
O=C(c1cc(S(=O)(=O)N2CCOCC2)c(Cl)cc1Cl)N1CCCCC1	-2	1	-2	-4	i	-1.1	1	-3	-3	i
COc1cc(N=Nc2cccc(S(N)(=O)=O)c2)c2ccccc2c1N	46*	-14	4	13	+	9.0	15	-34	-6	i
Cc1cc(C)nc(N2CCC(C(=O)NCc3cccs3)CC2)n1	0	2	-2	1	i	-1.4	-8	0	0	i
COc1cc(C(=O)NCC(=O)NNC(=O)CN(C)S(=O)(=O)c2ccc(Cl)cc2)cc(OC)c1OC	0	6	-4	11	i	-2.3	-3	-2	2	i
CCOc1ccc(C(=O)CCC(=O)Nc2ccncc2)cc1	2	2	0	-6	i	0.1	-7	0	-2	i
O=C(NCc1cccc(Cl)c1)c1ccc(-n2ccnc2)c2ccoc12	-4	28	3	0	i	-0.2	x	7	2	i
CC(=O)Nc1cc(S(=O)(=O)Nc2cccc(C)c2)c(C)cc1C	-2	-1	1	0	i	-0.5	-14	4	-1	i
CSc1nnc(Cc2cc(=O)[nH]c(=O)[nH]2)n1-c1cc(C)ccc1C	-4	-1	-5	-6	i	-2.4	-6	1	0	i
O=C(Nc1cc(C(F)(F)F)cc(C(F)(F)F)c1)Nc1cnn(-c2ccc([N+](=O)[O-])cc2)c1C(F)(F)F	-5	-12	1	-7	i	2.6	-18	-3	2	i
O=C(Nc1ccc(Cc2ccc(NC(=O)C3CC3)cc2)cc1)C1CC1	4	1	-2	1	i	2.3	-24	0	4	i
CSc1n[nH]c(/N=C/c2oc(O)c3ccccc23)n1	-4	-1	-1	0	i	-0.8	3	0	-5	i
CN(C)c1ccc(/C=N/NC(=O)CCc2nc3ccccc3[nH]2)cc1	-2	1	1	-9	i	-0.8	-5	-20	-2	+
COc1ccc(NC(=O)c2cc(-c3sc(NC(=O)c4ccccc4)nc3C)n(CCO)n2)cc1	2	x	x	x	x	-0.8	x	2	x	i
COC(=O)c1ccc(CN(C(=O)N2CCN(C)CC2)S(=O)(=O)c2ccc(C)cc2)cc1	-4	0	-1	4	i	-1.3	1	1	0	i
O=C(NCCF)[C@H]1C[C@@H]1[C@H](NP(=O)(c1ccccc1)c1ccccc1)c1ccccc1	-1	4	-5	2	i	-0.6	-11	3	1	i

# Only CSN deneddyl inh and Neddylation inh (three entries from above):
Compound	CSN deneddyl inh	Neddylation inh
N#Cc1ccc(C(C(=O)NC2CCCCC2)n2c(=O)c(-c3ccco3)nc3ccccc32)cc1 (configuration not stated)	13	i
Cc1ccc2c(c1)CCCN2C(=O)c1cc(C)on1	5	i
CCn1ccnc1[C@@H]1C[C@H]2CN(c3ccccc3OC)C(=O)[C@]23CCCN13	4	i

# The results go on.
smiles	CSN deneddyl inh	DNMT1 inh	STEP inh	NadD inh	Rpn11 inh	LMPTP inh	Scp1 inh	SUMO1-SIM PPI	Rin1 Abl inh	Neddylation inh
O=C(COc1ccc(Cl)cc1Cl)N1CCCC1	-2	-1	-7	-2	i	0.0	-5	0	-1	i
Cc1c(N)ccc(-n2nc3ccccc3n2)c1C	4	1	2	3	i	0.6	-4	4	2	i
Cc1cccc(C(C)Nc2ccc([N+](=O)[O-])cn2)c1 (configuration not stated)	2	2	2	-7	i	-0.8	-3	-19	3	i
COc1cc(OC)cc(-c2c(Sc3ccccc3)c3cc(-c4ccc(OC)c(OC)c4)ccc3n2C)c1	-5	x	x	23	x	2.4	x	-33	x	i
Cc1ccc(N2C(=O)CS(=O)(=O)CC2=O)cc1	-11	-2	1	-6	i	-2.2	-4	-4	-1	i
Cc1ccccc1N(C(=O)CNC(=O)c1ccco1)C(C(=O)NC1CCCCC1)c1ccncc1 (configuration not stated)	-2	0	-1	-5	i	-0.2	-7	1	3	i
COc1ccccc1NS(=O)(=O)c1ccc(NC(=O)N2CCCCC2)cc1	2	0	4	-6	i	3.5	-10	3	-1	i
CC1CC1c1ccc(/C=C(\C#N)C(=O)Nc2ccccc2Cl)o1 (configuration not stated)	-3	-5	2	-4	i	3.6	-12	-6	1	i
CCOC(=O)C[C@@H]1OC[C@H](Cc2ccccc2)N1S(=O)(=O)c1ccc(C)cc1	-4	x	x	x	x	0.2	x	-1	x	i
COC(=O)c1ccc(NC(=O)CN2CCN(c3cccc(Cl)c3)CC2)cc1	-4	-7	-1	-3	i	-0.6	-5	-3	0	i
CCOC(=O)C1(c2nc(N)cs2)COC(=O)C1 (configuration not stated)	5	-10	-1	4	i	-4.0	-4	3	2	i
CCCCOc1ccc(NC(=O)C(=O)NCCCn2ccnc2)cc1	-10	2	-3	-2	i	-0.2	-1	3	-6	i
COc1ccc(C(=O)Nc2nc(-c3ccccn3)cs2)cc1S(=O)(=O)N1CCOCC1	7	-2	2	0	i	2.0	-2	10	1	i
COc1ccccc1CN1CCNC(=O)C1CC(=O)N(C)Cc1nc(C)cs1 (configuration not stated)	0	-5	0	-9	i	-2.8	-9	-5	2	i
CC(NC(=O)/C=C/c1ccco1)c1nc2ccccc2n1Cc1c(Cl)cccc1Cl (configuration not stated)	8	7	2	12	i	0.5	6	2	1	i
Nc1nc(Nc2cccc(Cl)c2)nc(NCc2ccco2)c1[N+](=O)[O-]	0	-10	-1	0	i	1.9	-6	-4	0	i
Cc1ccc(S(=O)(=O)N(C)C)cc1NC(=O)CSc1nncs1	-11	0	0	-4	i	-0.1	1	1	6	i
O=C(N/C(=C\c1cccnc1)C(=O)N1CCCCC1)c1cccc(Br)c1	1	-3	2	3	i	-0.7	-5	-1	0	i
CCOC(=O)CN(C(=O)c1ccccc1)c1ccccc1C	0	5	0	4	i	-0.7	-7	0	-2	i
CCC(Cc1ccccc1)NC(=O)C1CCN(S(=O)(=O)c2c(C)noc2C)CC1 (configuration not stated)	3	7	1	4	i	0.3	0	2	4	i
Fc1ccc(CNc2nc3ccccc3n3nnnc23)cc1	-6	13	-4	-2	i	0.5	-9	-10	0	i
CCOC(=O)CNC(=O)CSc1nnc(-c2ccccc2)n1Cc1ccco1	4	3	0	3	i	-1.0	-2	2	-1	i
COCC(=O)Oc1cc(-c2ccc(C)cc2C)c(OC(=O)COC)c(-c2ccc(C)cc2C)c1	2	11	2	-1	i	2.6	x	1	-3	i
CCCc1nnc(NC(=O)c2ccc([N+](=O)[O-])cc2)s1	-3	-2	-2	-23	i	0.2	2	-16	-2	i
O=C(O)c1ccc2c(=O)n(-c3ccc(F)cc3)c(=S)[nH]c2c1	-1	0	10	-1	i	-0.4	-4	0	0	i

# Not a hit list; any-hit rate near 3.8%.
